High-throughput results: PubChem, MTDP
RNase H inhibition = RNase H inhibition, HIV 1 Gag Pol polyprotein, FRET biochemical assay, screening (AID 372); 0.77% of 100,000 active; inhibition, % at 10 µM, or IC50 in µM where a hit was titrated; HIV-1 RT RNase H, FRET RNA/DNA substrate fluorescence; higher % means a stronger effect; in the data active = inhibition above about 50%
The depositor's hits bear a star.

SMILES	RNase H inhibition
C(=N\c1nc2ccccc2[nH]1)/c1ccc2c(c1)OCO2	3%
COC(=O)c1cc(C(=O)Nc2cc(C)ccn2)cc([N+](=O)[O-])c1	4%
O=C(Nc1ccc2nn(-c3ccccc3)nc2c1)c1cc2ccccc2o1	2%
CC(=O)ON=C1CC(C)(C)NC(C)(C)C1	4%
COc1ccc(OC)c(N2C(=O)c3ccc(-c4nc5ccccc5c(=O)o4)cc3C2=O)c1	4%
CCOC(=O)C1C(=O)CC(C)(O)C(C(=O)OCC)C1c1ccc2c(c1)OCO2 (stereo not given)	1%
COc1ccccc1OCCCOc1ccc(Cl)cc1Cl	25%
COc1ccccc1CNCc1cccc(Oc2ccccc2)c1	4%
CCOc1ccccc1NC(=O)c1c(NC(=O)COc2ccccc2)sc2c1CCC2	18%
Cc1ccc(NC(=O)N2CCN(C)CC2)cc1	0%
Cc1ccc(S(=O)(=O)NC(Cc2ccccc2)C(=O)O)cc1 (stereo not given)	2%
COc1ccc(CC(=O)NCc2ccc(F)cc2)cc1OC	2%
CCc1ccc2oc(-c3ccc(C)c(NS(=O)(=O)c4ccccc4)c3)nc2c1	12%
CC(=O)c1ccc(NC(=S)NC(NC(=O)N(C)C)C(Cl)(Cl)Cl)cc1 (stereo not given)	8%
O=C(N/N=C\C(Br)=C\c1ccccc1)c1ccc(Br)cc1	8%
C/C(=N/N1CCN(Cc2ccccc2)CC1)c1ccc(Br)cc1	11%
CCN(CC)CN1C(=O)C(=O)/C(=C(\O)c2ccc(Cl)cc2)C1c1ccccc1F (stereo not given)	8%
C(=N\Nc1nc2ccccc2[nH]1)/c1ccc2ccccc2c1	5%
COc1ccc(OC)c(/C=N/NC(=O)C(C)O)c1 (stereo not given)	1%
CSc1ccc(/C=C2\C(=O)NC(=O)N(c3cccc(Br)c3)C2=O)cc1	18%
O=C(Nc1ccccc1Br)c1cc([N+](=O)[O-])ccc1Cl	14%
COc1cc(C)ccc1OCCCCOc1ccccc1F	8%
COc1cccc(N2C(=O)/C(=C/c3cc4c(cc3[N+](=O)[O-])OCO4)C(=O)NC2=S)c1	0%
COc1ccc(-c2nnc(-c3ccc(Br)o3)o2)cc1	7%
Cc1cc(OCCN2CCOCC2)ccc1Cl	0%
(listing goes on)
SMILES	RNase H inhibition
CC(C)(C)c1ccc(OCCOc2ccc([N+](=O)[O-])cc2/C=C2/SC(=S)NC2=O)cc1	29%
O=C(COc1ccc(Cl)cc1Br)N=Nc1c(O)[nH]c2ccc([N+](=O)[O-])cc12	8%
Cc1cc(Nc2cccc([N+](=O)[O-])c2)nc(-c2ccccc2O)n1	0%
COc1cccc(/C=N/NC(=O)c2cnccn2)c1O	7%
Nc1ccc(Nc2ccc([N+](=O)[O-])cc2S(=O)(=O)O)cc1	13%
Cc1n[nH]c(C)c1Sc1ccccc1N=Cc1ccc(C(=O)O)cc1	15%
COc1ccc(-c2nc3ccccc3c(=O)o2)cc1[N+](=O)[O-]	2%
Cc1cccc(C(=O)NC(=S)Nc2cc(-c3nc4ccccc4s3)ccc2C)c1	23%
CCN(CC)C(=O)C1CCCN(Cc2cccc([N+](=O)[O-])c2)C1 (stereo not given)	15%
O=C(O)c1ccc2c(c1)C(=O)N(c1cccc(Cl)c1)C2=O	2%
COc1ccc(-n2c(SC)nc3c(c2=O)C2(CCCC2)Cc2ccccc2-3)cc1	11%
O=C(Nc1nc(-c2ccccc2)cs1)c1ccc(-c2ccc(Cl)cc2)o1	2%
Cc1cccc(OCC(O)Cn2cnc3cc(C)c(C)cc32)c1 (stereo not given)	12%
O=C1c2ccccc2C(=O)N1Cc1nc2cc(Cl)ccc2c(=O)o1	12%
COc1ccc(C(NC(=O)Cc2ccccc2)NC(=O)Cc2ccccc2)cc1OC	2%
COc1ccc(N2C(=O)c3ccccc3C2(O)c2ncc[nH]2)cc1 (stereo not given)	7%
CCOCCOC(=O)C1=C(C)NC2=C(C(=O)CC(c3ccc(OC)cc3)C2)C1c1ccc(N(CC)CC)cc1 (stereo not given)	9%
CC1(C)CC(=O)C(C=NCc2cccc(F)c2)=C(O)C1	0%
Cc1cc(Br)ccc1NCc1ccccn1	0%
CC1=C(C(=O)OCc2ccccc2)C(c2ccc([N+](=O)[O-])cc2)C2=C(CC(c3ccccc3)CC2=O)N1 (stereo not given)	5%
Cc1cccc(NC(=O)CSc2nc3ccc([N+](=O)[O-])cc3s2)c1C	12%
CCOC(=O)c1c(-c2ccccc2)csc1NC(=O)c1ccc(C)cc1	21%
COc1ccc(-c2nnc(SCc3ccccc3Cl)n2-c2ccccc2)cc1	23%
O=C(O)c1ccc(N=Cc2c(O)[nH]c(=S)[nH]c2=O)cc1	9%
CCOc1ccc(C(=O)Nc2sc3c(c2C(N)=O)CCCC3)cc1	7%

5 compounds picked at random from those above:
SMILES	RNase H inhibition
CCOCCOC(=O)C1=C(C)NC2=C(C(=O)CC(c3ccc(OC)cc3)C2)C1c1ccc(N(CC)CC)cc1 (stereo not given)	9%
O=C(O)c1ccc2c(c1)C(=O)N(c1cccc(Cl)c1)C2=O	2%
CC(C)(C)c1ccc(OCCOc2ccc([N+](=O)[O-])cc2/C=C2/SC(=S)NC2=O)cc1	29%
O=C(O)c1ccc(N=Cc2c(O)[nH]c(=S)[nH]c2=O)cc1	9%
COc1ccc(C(NC(=O)Cc2ccccc2)NC(=O)Cc2ccccc2)cc1OC	2%

(further entries)
SMILES	RNase H inhibition
COc1ccccc1C(=O)NC(=S)Nc1ccc(F)c([N+](=O)[O-])c1	5%
COc1ccccc1Cc1noc(-c2ccc([N+](=O)[O-])cc2)n1	15%
CC1CCCN(C(=O)CCCOc2ccc(Cl)cc2Cl)C1 (stereo not given)	8%
Cc1ccc(OCCSc2nnnn2-c2ccccc2)cc1	18%
O=C(O)c1ccccc1-c1ccccc1C(=O)Nc1nc2ccccc2s1	12%
O=C(NC(=S)Nc1ccc2oc(-c3cccc(I)c3)nc2c1)c1ccco1	16%
Cc1ccccc1NC1=CC(=O)CC(c2ccccc2)C1 (stereo not given)	4%
CCCCOP(=O)(OCCCC)C(Nc1ccccc1)c1ccccc1F (stereo not given)	23%
O=C(CN1C(=O)c2cccc3cccc(c23)C1=O)NCCCN1CCOCC1	0%
CC(CC(=O)Nc1ccc(Cl)cc1)c1ccccc1 (stereo not given)	5%
COc1ccc(C(N)=O)cc1NC(=O)COc1ccc(F)cc1	10%
COC(=O)c1cc(C(=O)N2CCN(c3ccccc3)CC2)cc([N+](=O)[O-])c1	38%
CCCCOC(=O)C1=C(C)NC2=C(C(=O)CCC2)C1c1ccc(OC(C)=O)cc1 (stereo not given)	1%
Clc1cccc(/C=N/N=C/c2cccc(Cl)c2Cl)c1Cl	4%
CCCOc1ccccc1C1C(C(=O)OC)=C(C)NC2=C1C(=O)CC(c1ccccc1)C2 (stereo not given)	15%
Cn1c(SCCc2ccccc2)nc2c(c1=O)C1(CCCCC1)Cc1ccccc1-2	20%
Cc1ccc(NN=C(C(=O)Oc2ccccc2)C(=O)Oc2ccccc2)cc1	18%
CCCCC(=O)N1c2ccc(OC)cc2C2=C(SC(C(=O)OC)=C(C(=O)OC)C23SC(C(=O)OC)=C(C(=O)OC)S3)C1(C)C	18%
CCOc1cc(/C=c2\sc3nc4ccccc4n3c2=O)ccc1OCc1ccccc1C	11%
COc1ccccc1OCC(=O)NC1CC(C)(C)NC(C)(C)C1	12%
COc1ccc(NC(=O)Nc2nnc(CSCc3ccc(Cl)cc3Cl)s2)cc1	8%
Cc1ccc(-c2ccc(/C=C(\C#N)C(=O)Nc3ccc(Cl)cc3)o2)c(Br)c1	2%
CC(C)(C)c1ccc(C(=O)NCC2CCCO2)cc1 (stereo not given)	4%
COC(=O)c1ccc(NC(=O)COc2ccc(C)cc2C)cc1	1%
CC(C)CC(=O)N1CCN(Cc2cccc3ccccc23)CC1	5%
Following part:
SMILES	RNase H inhibition
Cc1ccc([N+](=O)[O-])cc1-c1ccc(/C=C2\C(=O)NC(=O)N(c3ccc(Cl)cc3)C2=O)o1	15%
CC(=O)Nc1cccc(-c2nc3ccccc3s2)c1C	0%
Cc1ccc(NC(=O)CCC2CCCCC2)cc1Cl	11%
COc1cccc(C(=O)Nc2cccc(-c3nc4cc(C)ccc4o3)c2C)c1	11%
O=C(NCc1ccc2c(c1)OCO2)C(Cl)Cl	2%
O=C1/C(=N\n2cnnc2)c2ccccc2N1Cc1ccccc1	12%
COc1cc(C=C2C(=O)N(C)C(=O)N(C)C2=O)ccc1OCc1ccc(F)cc1	6%
COc1cc(C=C2C(=O)N(C)C(=O)N(C)C2=O)cc(Br)c1OCc1ccccc1	0%
CCC(=O)Oc1ccc2c(C)cc(=O)oc2c1C(=O)c1ccccc1	7%
O=C(Nc1cccc([N+](=O)[O-])c1)c1ccc2c(c1)C(=O)N(c1cccc3ccccc13)C2=O	9%
N/C(=N\OCC(=O)Nc1ccc([N+](=O)[O-])cc1)c1nonc1N	4%
Cc1ccc(C(=O)NN=C2CCC(=NNC(=O)c3ccc(C)cc3)CC2)cc1	0%
COc1ccc(Cl)cc1N(CC(=O)N1CCc2ccccc2C1)S(=O)(=O)c1ccc(C)cc1	19%
O=C(N/N=C/c1ccccc1F)C(=O)Nc1ccc(F)cc1	6%
C=CCOc1ccc(C(=O)NC(C)C2COc3ccccc3O2)cc1 (stereo not given)	3%
Cc1c(CCO)sc[n+]1CC(=O)OC12CC3CC(CC(C3)C1)C2	0%
CC(=O)NCCCc1oc2ccc(O)cc2c1[N+](=O)[O-]	3%
CC(C)(C)c1cc(/C=N/Nc2ccc(C(F)(F)F)cn2)cc(C(C)(C)C)c1O	13%
O=C(COc1ccc(Cl)cc1Br)NNC(=O)c1cccc(O)c1	13%
Cc1ccc(N2CC(C(=O)OCC(=O)c3ccc(Br)cc3)CC2=O)c(C)c1 (stereo not given)	0%
O=C(CCC1CCCC1)Nc1nc(-c2ccc(F)cc2)cs1	4%
CCOc1cc(C2Nc3ccc4ccccc4c3C3=C2C(=O)CCC3)ccc1O (stereo not given)	6%
O=C(NC(=S)Nc1cc([N+](=O)[O-])ccc1Cl)c1cc(I)ccc1Cl	9%
O=C(CNC(=O)c1ccc(Br)o1)OCC(=O)c1ccc(Cl)c(Cl)c1	10%
COc1ccc(S(=O)(=O)N(CC(N)=O)Cc2ccccc2)cc1	0%

A different layout for part of the listing above.
SMILES | RNase H inhibition
CC(=O)Nc1cccc(-c2nc3ccccc3s2)c1C | 0%
Cc1ccc(NC(=O)CCC2CCCCC2)cc1Cl | 11%
COc1cccc(C(=O)Nc2cccc(-c3nc4cc(C)ccc4o3)c2C)c1 | 11%
O=C(NCc1ccc2c(c1)OCO2)C(Cl)Cl | 2%
O=C1/C(=N\n2cnnc2)c2ccccc2N1Cc1ccccc1 | 12%

Later entries:
SMILES	RNase H inhibition
O=C1c2cccc3c(Cl)ccc(c23)C(=O)N1O	15%
CCCCOc1ccc2c3c(cccc13)C(=O)c1ccccc1-2	0%
COc1ccc(-c2cc(C(F)(F)F)n3nc(C(=O)NCc4cccs4)c(Cl)c3n2)cc1OC	3%
Cc1ccc(NC(=O)c2ccc(F)cc2)cc1	6%
CCC(=S)/C=C1\Sc2ccc(OC)cc2N1CCCS(=O)(=O)O	11%
C(=N\Nc1nn[nH]n1)/c1ccc(OCc2ccccc2)cc1	7%
CC(C)OC(=O)c1c(NC(=O)C2CC=CCC2C(=O)O)sc2c1CCCC2 (stereo not given)	14%
O=C(NNC(=O)C(c1ccccc1)c1ccccc1)c1ccccc1Cl	3%
Cc1cccc(C(=O)Nc2sc3c(c2C(=O)N2CCN(C)CC2)CCC3)c1	7%
O=C1c2[nH]nc(-c3ccc([N+](=O)[O-])cc3)c2C(c2ccccc2)N1c1ccccc1 (stereo not given)	46%
Cc1cc(=O)[nH]c(-n2nc(C)c(Oc3ccccc3O)c2C)n1	2%
COc1ccc(C=Nc2cccc(C(=O)O)c2)cc1	14%
O=C(CSc1ncn[nH]1)Nc1ccc(C(=O)O)cc1	5%
Cc1cccc(C=Nc2ccc(-c3nc4ccc(C)cc4s3)cc2)c1	5%
Cc1oc(/N=C/c2ccc(I)cc2)c(C#N)c1C	0%
CCN(CC)S(=O)(=O)c1cc(S(=O)(=O)c2ccc(C)c(S(=O)(=O)N(CC)CC)c2)ccc1C	11%
CN1C(=O)C(=Cc2cccn2-c2ccc(N(C)C)cc2)C(=O)N(C)C1=O	15%
CC(C(=O)c1ccccc1)C(=O)c1ccccc1	28%
NC(=O)c1cc(NC(=O)C(c2ccccc2)c2ccccc2)ccc1Cl	1%
COc1ccc(-c2nn(-c3ccccc3)cc2C=O)cc1[N+](=O)[O-]	7%
COc1ccc(NC(=O)c2cnccn2)cc1	6%
Clc1cccc(OCCCN2CCCCC2)c1	4%
c1ccc(CN(Cc2ccccc2)Cn2c3ccccc3c3ccccc32)cc1	9%
COCCNC(=O)C(=O)Nc1cc(C)cc(C)c1	0%
CN(c1ccccc1C(=O)O)C1SC(=O)N(c2ccccc2)C1=O (stereo not given)	2%

The list goes on, overlapping the part above by 6 compounds.
SMILES	RNase H inhibition
COc1ccc(-c2nn(-c3ccccc3)cc2C=O)cc1[N+](=O)[O-]	7%
COc1ccc(NC(=O)c2cnccn2)cc1	6%
Clc1cccc(OCCCN2CCCCC2)c1	4%
c1ccc(CN(Cc2ccccc2)Cn2c3ccccc3c3ccccc32)cc1	9%
COCCNC(=O)C(=O)Nc1cc(C)cc(C)c1	0%
CN(c1ccccc1C(=O)O)C1SC(=O)N(c2ccccc2)C1=O (stereo not given)	2%
CC(=O)CC(=O)NC1C2CC3CC(C2)CC1C3 (stereo not given)	2%
O=C(Oc1cccc(-c2cnc3ccccc3n2)c1)c1cccc(Br)c1	19%
CCOC(=O)c1c(NC(=O)C(Sc2ccccc2)c2ccccc2)sc(C(C)=O)c1C (stereo not given)	7%
CN(C)c1ccc(/C=N/Nc2nc(-c3ccccc3)cc(-c3ccccc3O)n2)cc1	15%
Cn1c(=O)c2nc3ccccc3nc2n(C)c1=O	0%
CCN(CC)S(=O)(=O)c1cc(C(=O)Nc2ccc(C(=O)O)cc2)ccc1Cl	0%

Not all compounds are listed; rates above refer to the full screens.
